KCNK9 block: inhibitors of human KCNK9 two-pore domain potassium channel | Q9NPC2 | HEK293 KCNK9, FluxOR thallium flux fluorescence; active compounds read low | AID 488922 | B-score at 10 µM | actives 1.2% (n = 310,000);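 active means ratio B-score over 3 SD below the library mean, with starting fluorescence within 5 SD of its mean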;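 further: negative B-score means less thallium flux so channel inhibition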
PolyA inhibitor: yeast polyadenylation inhibition; S. cerevisiae SKY197-pL101 polyadenylation reporter, beta-gal luminescence; efflux-impaired pdr1/pdr3 knockout yeast; score 100 = 6 SD above DMSO; calls only at 12 µM; actives 0.02% (n = 300,000);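 active means lowest replicate activity score at least 50, where 100 means six control SD above control mean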;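 further: yeast exposed to compound for 9 h at 30 °C; higher score means more reporter readthrough which indicates perturbed polyadenylation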
KCNQ1 pot: potentiators or activators of human KCNQ1 potassium channel | P51787 | CHO-K1 KCNQ1, thallium flux FluxOR fluorescence; active compounds read high | B-score at 10 µM | actives 0.35% (n = 310,000) | AID 2648;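 active means fluorescence ratio B-score, a plate-corrected score, at least three library SD, with initial intensity B-score within 5 SD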
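Test system: CHO-K1 cells stably expressing KCNQ1 / Medium: assay buffer / Also added: depolarizing K+/Tl+ stimulus, K2SO4 and Tl2SO4 each 12.5 mM in 5x stock / Incubation: 90 min dye loading and 20 min compound exposure, both at room temperature / Signal: thallium influx via FluxOR fluorescence, kinetic imaging / Evaluation: B score of baseline-normalized fluorescence ratio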
RGS4 pot: potentiators or activators of RGS4. HEK293 M3R/inducible RGS4, carbachol calcium flux Fluo4; active compounds read low. B-score at 10 µM. AID 463111. actives 0.92% (n = 310,000);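 active means B-score of the integrated calcium signal more than 4 SD below the library mean, with starting fluorescence not abnormally high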;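 further: negative B-score means reduced calcium response which marks RGS4 activation or potentiation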
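Material: M3R-expressing HEK293 line, RGS4 induced by doxycycline | Schedule: Overnight RGS4 induction, 30 min dye load 37 °C, 20 min compound RT | Measured by: Fluo4 fluorescence kinetic imaging of calcium | Read-out: Integrated calcium ratio converted to B score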
Dyrk1A ADPGlo: inhibitors of rat Dyrk1A kinase | Q63470 | ADP-Glo luminescence, NFATc1 peptide | inhibition, % at 12.5 µM | actives 0.43% (n = 310,000) | AID 504441; in the data active means inhibition above about 50%;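 further: plate controls were vehicle with enzyme for no effect and no enzyme for full effect; many of its hits are not listed in these tables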
hERG rescue: hERG (human) protection from proarrhythmic block; activation (rescue from dofetilide block), less the hit threshold, % at 10 µM; Q12809; actives 0.51% (n = 310,000); CHO-hERG, FluxOR thallium flux, dofetilide IC70 present;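 active means activation above the mean of controls blocked by dofetilide plus 5 SD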;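 further: thallium influx through hERG after potassium depolarization seen as dye fluorescence rise; in these data hits start at about 4.7%; inactives centre near -7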
GSK3 alpha inh: inhibitors of human GSK-3 alpha kinase | P49840 | ADP-Glo luminescence, 60 min | inhibition, % at 10 µM | actives 0.1% (n = 320,000) | AID 2650;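 in the data active means inhibition above about 50%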;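 further: GST-tagged GSK-3 alpha with peptide substrate and 25 µM ATP; 0% = DMSO neutral wells and 100% = GW8510 positive control wells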
Target sequence (P49840 whole entry, looked up): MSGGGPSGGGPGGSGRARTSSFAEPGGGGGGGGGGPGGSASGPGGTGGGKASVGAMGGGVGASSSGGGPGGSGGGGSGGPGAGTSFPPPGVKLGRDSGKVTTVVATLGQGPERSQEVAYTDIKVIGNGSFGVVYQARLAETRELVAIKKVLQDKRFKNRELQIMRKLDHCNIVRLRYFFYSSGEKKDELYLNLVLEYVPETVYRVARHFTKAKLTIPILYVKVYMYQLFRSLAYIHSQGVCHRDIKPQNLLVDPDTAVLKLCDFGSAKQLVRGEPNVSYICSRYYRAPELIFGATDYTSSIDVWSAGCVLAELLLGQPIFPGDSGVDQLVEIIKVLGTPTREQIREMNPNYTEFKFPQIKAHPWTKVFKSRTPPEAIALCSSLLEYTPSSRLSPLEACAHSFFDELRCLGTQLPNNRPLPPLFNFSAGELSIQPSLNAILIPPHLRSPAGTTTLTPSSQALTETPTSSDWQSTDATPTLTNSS
RGS4 block: human RGS4 inhibition; actives 0.45% (n = 310,000); B-score at 10 µM; HEK293 M3R/RGS4 inducible, Fluo-4 calcium flux; active compounds read high; triggered by carbachol at its EC20; P49798; AID 463165;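 active means B-score, a plate-corrected calcium signal, over three deviations above library mean, with baseline fluorescence within five deviations of library mean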;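 further: RGS4 expression induced by doxycycline in cells with stable M3 receptor; B-score is computed from the integrated fluorescence ratio over baseline after carbachol; higher B-score means a larger calcium signal and so more RGS4 inhibition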
KCNK3 inh: human KCNK3 channel inhibition, primary screen | O14649 | CHO-KCNK3 thallium flux, FluxOR fluorescence; active compounds read low | B-score at 10 µM | actives 0.84% (n = 340,000);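 active means B-score under library mean minus 4 SD, starting fluorescence ratio at most library mean plus 5 SD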;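 further: more negative B-score means stronger inhibition of thallium flux through KCNK3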
Target sequence (O14649 whole entry, looked up): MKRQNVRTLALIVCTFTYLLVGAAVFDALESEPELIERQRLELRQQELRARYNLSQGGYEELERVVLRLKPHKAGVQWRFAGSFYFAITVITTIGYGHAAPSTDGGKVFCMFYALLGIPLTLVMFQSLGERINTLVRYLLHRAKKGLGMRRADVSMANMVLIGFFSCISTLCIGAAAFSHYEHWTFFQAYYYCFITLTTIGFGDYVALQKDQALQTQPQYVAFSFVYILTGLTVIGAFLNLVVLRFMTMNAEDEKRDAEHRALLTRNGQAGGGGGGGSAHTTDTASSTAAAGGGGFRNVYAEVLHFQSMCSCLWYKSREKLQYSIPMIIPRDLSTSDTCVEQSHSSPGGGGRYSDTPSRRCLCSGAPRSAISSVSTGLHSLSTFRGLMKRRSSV
KCNQ1 block: inhibitors of human KCNQ1 potassium channel | CHO-K1 KCNQ1, FluxOR thallium flux fluorescence; active compounds read high | actives 1.3% (n = 310,000) | AID 2642 | B-score at 10 µM;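 active means compounds whose thallium flux B-score, printed positive for inhibition, exceeds three library SD while starting fluorescence stays within three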;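 further: channel opened by potassium depolarization with thallium stimulus after 20 min compound exposure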
GSK3B inh: human GSK3beta kinase inhibition; actives 0.038% (n = 300,000); GST-GSK3beta kinase, ADP-Glo luminescence, 60 min; active compounds read low; activity score (negative = inhibition), % at 10 µM; P49841; AID 2097;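 active means more than half of replicate wells score below -50%, meaning over 50% inhibition versus plate controls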;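 further: 0% = median DMSO wells and -100% = median GW8510 positive control wells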
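Test system: GST-fused GSK3beta enzyme, cell-free | Quantity: 1.6 ng GST-GSK3beta enzyme per well | Reagent: 25 µM ATP with peptide substrate | Schedule: 60 min enzyme reaction, room temperature | Signal: Luminescent ADP-Glo measurement of ADP formed | Read-out basis: Score relative to plate controls | Control set: DMSO and 20 µM GW8510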
Active calls of the source: *; i = inactive; / = not tested or not shown. Some of the compounds tested; the hit share may differ from the screen's.

structure,KCNK9 block,PolyA inhibitor,KCNQ1 pot,RGS4 pot,Dyrk1A ADPGlo,hERG rescue,GSK3 alpha inh,RGS4 block,KCNK3 inh,KCNQ1 block,GSK3B inh
CCCCn1c(=N)n(CC(O)c2ccccc2)c2ccccc21 (stereo not given),i,i,i,i,-4,-9,-1,i,i,i,0
O=C(OCC(=O)N(C1CCCCC1)C1CCCCC1)c1ccccc1O,-9.4*,i,i,i,0,-7,-2,i,i,7*,-2
Cc1nc2ccccn2c1C(=O)N/N=C/c1ccc(CNC(=O)C(=O)Nc2ccccc2)o1,i,i,i,i,5,-9,-2,i,i,i,1
CN=C(Nc1cccnc1)c1cccc(C(F)(F)F)c1,i,i,i,i,1,-6,0,i,i,i,0
COCCSc1nnc(NC(=O)CCS(=O)(=O)Cc2ccccc2)s1,i,i,i,i,-1,-6,-1,i,i,i,-3
CCc1cc(=O)oc2cc3oc(C)c(C)c3cc12,i,i,i,i,22,-5,0,i,i,i,1
N=c1n(CC(=O)c2ccc([N+](=O)[O-])cc2)c2ccccc2n1Cc1ccccc1,i,i,i,i,2,-13,-2,i,i,i,2
Cc1ccc(-c2c[n+](CC(=O)c3cccs3)c3n2CCC3)cc1,i,i,i,i,27,-8,0,i,i,i,3
COCCNC(=O)C(c1ccc(F)cc1)N(C(=O)CCC(=O)Nc1ccccn1)c1ccc(C)cc1 (stereo not given),i,i,i,i,-3,-9,-1,i,i,i,-5
CCN(CC(=O)NCC1CCCO1)S(=O)(=O)c1ccc(Cl)cc1 (stereo not given),i,i,i,i,-1,-2,-1,i,i,i,-2
CC(C)Cc1nnc(NC(=O)C2CCCC2)s1,i,i,i,i,0,-4,-1,i,i,i,-4
Cc1ccc(NC(=O)c2ccc(F)cc2)nc1,i,i,i,i,-4,-2,-1,i,i,i,1
COCCNc1cc(C)nc2c3c(C)cc(C)nc3nn12,i,i,i,i,-5,-4,-2,i,i,i,-2
Oc1ccc(Nc2nc3ccccc3nc2Nc2ccc(O)cc2)cc1,i,i,i,i,8,-33,4,i,i,i,-3
O=C(CCc1nc(-c2ccccc2F)no1)NCCN1CCOCC1,i,/,i,i,-3,-1,1,i,i,i,-5
O=C(CN1N=C(c2ccccc2)CCC1=O)NCCN1CCc2ccccc2C1,i,i,i,i,1,-4,-5,i,i,i,6
Cc1ccc2c(c1)N(CCC(=O)NCc1ccco1)C(=O)CO2,i,i,i,i,/,-16,-3,i,i,i,-4
Cc1ccc(C2CC(=O)C(C=NCCN3CCN(C(=S)Nc4ccc(F)cc4)CC3)=C(O)C2)cc1 (stereo not given),i,i,i,i,-1,-2,2,i,i,i,3
CC(=O)c1c(C)cc(C)c(CSc2nnc(-c3ccco3)o2)c1C,i,i,i,i,-1,-8,1,i,i,i,5
O=C(NCCCN1CCCCC1)C1CC(=O)N(CCc2ccccc2)C1 (stereo not given),i,i,i,i,0,-7,-1,i,i,i,3
CCC(C(=O)OCn1nnc2ccccc2c1=O)c1ccccc1 (stereo not given),i,i,i,i,0,-10,-1,i,i,i,3
CCCS(=O)(=O)c1c(S(=O)(=O)CCC)c2ccc(C(N)=O)cn2c1C(=O)c1ccccc1,i,i,i,i,-1,-5,-2,i,i,i,-3
C=CCc1c(C)nc(SC(C)C)[nH]c1=O,i,i,i,i,-6,-5,2,i,i,i,1
CCc1ccc(/C=C2\Oc3cc(OS(C)(=O)=O)ccc3C2=O)cc1,i,i,i,i,-8,-5,/,i,i,i,1
Cc1cc(C)n(Cc2ccc(C(=O)NCc3ccco3)o2)n1,i,i,i,i,2,-9,2,i,i,i,6
Cc1cc(C)n(Cc2ccc(C(=O)O)o2)n1,i,i,i,i,6,-2,-1,i,i,i,-8
COc1ccc(CNS(=O)(=O)c2csc(C(N)=O)c2)cc1OC,i,i,i,i,0,-4,14,i,i,i,-1
Cn1cnnc1-c1cccc(NC(=O)c2cc(F)c(F)cc2Cl)c1,i,i,i,i,40,-10,5,i,i,i,0
COc1ccc(CNC(=S)Nc2ccccc2)cc1,i,i,i,i,/,-7,0,i,i,i,-5
CNc1nc2[nH]c(=O)c3c(c2s1)OC(N)=C(C#N)C3c1ccccc1 (stereo not given),i,i,i,i,-2,-2,3,i,i,i,1

Single records, from the list above. Values in the order: KCNK9 block | PolyA inhibitor | KCNQ1 pot | RGS4 pot | Dyrk1A ADPGlo | hERG rescue | GSK3 alpha inh | RGS4 block | KCNK3 inh | KCNQ1 block | GSK3B inh
O=C(CN1N=C(c2ccccc2)CCC1=O)NCCN1CCc2ccccc2C1 across the screens: i | i | i | i | 1 | -4 | -5 | i | i | i | 6
CCCCn1c(=N)n(CC(O)c2ccccc2)c2ccccc21 (stereo not given) across the screens: i | i | i | i | -4 | -9 | -1 | i | i | i | 0
COCCNc1cc(C)nc2c3c(C)cc(C)nc3nn12 across the screens: i | i | i | i | -5 | -4 | -2 | i | i | i | -2
Cc1ccc(NC(=O)c2ccc(F)cc2)nc1 across the screens: i | i | i | i | -4 | -2 | -1 | i | i | i | 1

Following part:
structure,KCNK9 block,PolyA inhibitor,KCNQ1 pot,RGS4 pot,Dyrk1A ADPGlo,hERG rescue,GSK3 alpha inh,RGS4 block,KCNK3 inh,KCNQ1 block,GSK3B inh
O=C1CN(S(=O)(=O)c2cccc(Cl)c2Cl)c2ccccc2N1,i,i,i,i,4,-7,0,i,i,i,-7
Cc1ccc(OCC(=O)N(c2ccccn2)C2CCCCC2)c(C)c1,i,i,i,i,-6,-4,1,i,i,i,4
CC(=O)Nc1ccc(SCC(=O)Nc2cc(C)on2)cc1,i,i,i,i,1,-11,0,i,i,i,0
COC(=O)c1c([N+](=O)[O-])c(OC)c(OC)c(OC)c1[N+](=O)[O-],i,i,i,i,1,-3,-2,i,i,i,0
CCOc1ccc(Nc2nc(Cc3nnc(SCC(=O)NC4CCCCC4)n3C)cs2)cc1,i,i,i,i,-3,-5,-5,i,i,i,-2
CCOC(=O)N1CCN(C(=S)NC(=O)c2c(-c3c(Cl)cccc3Cl)noc2C)CC1,i,i,i,i,-74,-10,-1,i,i,i,0
Cc1ccc(Cl)cc1N1CCN(Cc2nnnn2Cc2ccco2)CC1,i,i,i,i,-5,-4,-2,i,i,i,2
Cc1onc(-c2ccccc2)c1C(=O)Nc1nnc(CC(C)(C)C)s1,i,/,i,i,17,-4,-3,i,i,i,-2
COc1ccc(Cl)cc1C(=O)NCCCn1ccnc1,i,i,i,i,4,-6,0,i,i,i,1
O=C(c1cnn2c(C(F)(F)F)cc(-c3cccs3)nc12)N1CCCC1,i,i,i,i,0,-3,-3,i,i,i,2
CCN(CC)c1ccc(-c2nc3cnccc3n2C)cc1,i,i,i,i,4,-1,/,i,i,i,-1
O=C(COC(=O)Cc1ccccc1F)Nc1ccc(F)cc1F,i,i,i,i,-13,-13,-1,i,i,i,-3
Cc1ccc(NC(=O)CSc2nc3ccccc3c3nc(CCn4cncc4C)nn23)c(C)c1,i,i,i,i,-1,-9,/,i,i,i,1
O=C(c1ccc(=O)oc1)N1CCN(c2ccc(F)cc2)CC1,i,i,i,i,-2,-9,1,i,i,i,2
COCCCN1C(=O)N(c2ccc(F)cc2)C(=O)C1CC(=O)Nc1ccccc1 (stereo not given),i,i,i,i,-3,-1,-2,i,i,i,0
COc1ccc(-c2csc(NC(=O)C3CCCCN3S(=O)(=O)c3ccccc3)n2)cc1 (stereo not given),i,i,151*,i,-7,-8,-3,i,i,i,2
CC1CCCC(C)N1C(=O)CSc1nnnn1C1CCCC1 (stereo not given),i,i,i,i,1,-8,/,i,i,i,1
O=S(=O)(c1ccc(F)cc1)c1nc(-c2ccc(F)cc2)oc1NCCN1CCOCC1,i,i,i,i,1,-7,/,i,i,i,-5
CCOC(=O)Cn1nc(C)cc1NC(=O)c1cccnc1,i,i,i,i,6,-7,-5,i,i,i,-1
Cc1ccc(S(=O)(=O)N(C)CC(=O)N2CCN(C(=O)c3ccco3)CC2)cc1,i,i,i,i,9,-2,1,i,i,i,-1
CC(C)NC(=O)c1cc(-c2ccco2)nn1-c1ccc(Cl)cc1,i,i,i,i,0,-15,-2,i,i,i,-4
COCCn1c(=O)[nH]c2cc(C(=O)NCCN3CCN(c4ccccc4)CC3)ccc2c1=O,i,i,i,i,0,-9,4,i,i,i,2
CCOc1ccc(CNC(=O)C2CCN(C(=O)N3CC(C)Oc4ccccc43)CC2)cc1 (stereo not given),i,i,i,i,-1,-7,-9,i,i,i,5
COc1ccc(-c2cc(C3CC3)nc3sc(C#N)c(N)c23)cc1,i,i,i,i,17,-10,-1,i,i,i,-1
Cc1nn(C)c(C)c1NC(=O)C12CC3CC(CC(C3)C1)C2,i,i,i,i,-2,-6,9,i,i,i,2
COC(=O)c1ccc(S(=O)(=O)N2CCC(C(N)=O)CC2)n1C,i,i,i,i,/,-5,0,i,i,i,0
Cc1ccc(Cn2c(=O)sc3ccccc3c2=O)cc1,i,i,i,i,-2,-2,-2,i,i,i,-1
Cc1c(C(=O)N2CCN(C(=O)c3ccco3)CC2)oc2c(Cl)cccc12,i,i,i,i,7,-20,-1,i,i,i,1
COc1cc(NC(=O)Cn2cnc3ccccc3c2=O)c(OC)cc1Cl,i,i,i,i,2,-5,9,i,i,i,1
O=C(O)/C=C\C(=O)Nc1ccc(N2CCN(c3cccc(Cl)c3)CC2)cc1,i,i,i,i,1,-3,3,i,i,i,-3
CS(=O)(=O)c1nc(S(=O)(=O)c2ccc(Cl)cc2)c(NCc2ccccn2)s1,i,i,i,i,-4,-10,0,i,i,i,0
O=C(N/N=C/c1coc2ccccc2c1=O)c1ccccc1Br,i,i,i,i,13,-7,5,i,i,i,0

Bioassay records as filed in PubChem.
